# High-throughput results from PubChem BioAssay.
# NOD2 inhibition – inhibition of NOD2-driven NF-kB reporter – cell-based, luminescence, uHTS, HEK293 (AID 1566); HEK293 NOD2/NF-kB luciferase reporter, luminescence; higher % means a stronger effect; inhibition, % at 4 µM, or EC50 in µM where a hit was titrated; 0.63% of 290,000 active; note: many of its hits are not listed in these tables
# Siah-1 displacement – blockers of Siah-1 interaction with plectin peptide – biochemical, fluorescence polarization, rhodamine-plectin, uHTS, primary screen (AID 1817); Siah-1 / rhodamine-plectin peptide fluorescence polarization; higher % means a stronger effect; displacement, % at 20 µM, or IC50 in µM where a hit was titrated; 0.02% of 290,000 active;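 active = displacement of at least 50% at 20 µM, with a fluorescence ratio check between 0.3 and a set limit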;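 note: plate controls were Siah plus tracer with DMSO for no effect and tracer alone without Siah for full effect; strong numbers were not always called active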
# HIV peptide binding – cell-free HIV fusion peptide-binding blockers – biochemical, uHTS, fluorescence dequenching, primary screen (AID 1986) | inhibition, % at 20 µM, or IC50 in µM where a hit was titrated | 0.3% of 290,000 active | cell-free peptide binding, fluorescence dequenching, 30 min; higher % means a stronger effect; in the data active = inhibition mostly above about 52%, no sharp cut-off; inactive = mostly below about 76%; note: some results filed as inactive read as strong as hits
# AID2073 – disruptors of CaV2.2 binding to Mint1 – biochemical, HTRF (AID 2073). HTRF protein-protein interaction, Mint1-CaV2.2; higher % means a stronger effect. inhibition, % at 20 µM; hits with a dose series show IC50 in µM. 0.19% of 290,000 active; in the data active = inhibition mostly above about 51%, no sharp cut-off; inconclusive = no clear call, values can overlap the other calls; inactive = mostly below about 53%; note: some results filed as inactive read as strong as hits
# LYP phosphatase – inhibitors of LYP phosphatase, biochemical, fluorescence intensity, uHTS (AID 1779); one-dose inhibition, % at 11.5 µM; IC50 in µM for titrated hits; 0.054% of 290,000 active; recombinant LYP phosphatase, fluorescence intensity; higher % means a stronger effect;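 note: plate controls were vehicle with enzyme for no effect and no enzyme for full effect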
# NS5 inhibitors – Dengue-2 NS5 methyltransferase inhibitors, primary screen, biochemical, confirmation dose response (AID 588689) | 0.3% of 340,000 active | Dengue-2 NS5 methyltransferase capping enzyme assay, biochemical; higher % means a stronger effect | inhibition, % at 25 µM; hits with a dose series show IC50 in µM; in the data active = a potency from the dose series; inconclusive = inhibition above about 29% without an active follow-up result
# XIAP displacement – XIAP antagonists, biochemical, IAP family, fluorescence polarization (AID 1018); 0.007% of 200,000 active; XIAP BIR domain, fluorescence polarization peptide displacement; higher % means a stronger effect; displacement, % at 20 µM, or IC50 in µM where a hit was titrated; in the data active = displacement above about 50%; note: a part of the inactive calls stands beside numbers as strong as those of hits
# Hep lipid drop – modulators of hepatic lipid droplet formation; AML12 mouse hepatocytes, oleate lipid droplets, BODIPY imaging; inhibition, % at 6.5 µM; 0.4% of 240,000 active;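 active = lipid droplet intensity inhibited by at least 50%, with more than 500 cells counted; inconclusive = wells with under 300 cells, treated as cytotoxic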
#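 System: AML12 hepatocytes (mouse). Probe or stimulus: oleic acid at 100 µM to induce lipid droplet formation. Times: overnight treatment with compound plus oleate. Detection: Image-based BODIPY and DAPI two-channel analysis. Evaluation: percent inhibition of filter-corrected integrated lipid droplet intensity per well.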
# Myeloid diff 2 – promotes myeloid progenitor differentiation. ER-HoxA9 myeloid progenitors, lysozyme-GFP differentiation, flow cytometry. 1% of 360,000 active. AID 624256. calls only at 10 µM;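 active = normalized GFP-positive differentiation at or above the plate's own cutoff, the solvent-only control mean plus 3 SD; inconclusive = no clear call, values can overlap the other calls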;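 note: cells exposed to compound for four days before flow analysis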
# Hep lipid drop cells 6.5 µM – also measured in Hep lipid drop; calls as there; cell count; measured here: cell count, cytotoxicity flag;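 cells counted across two imaged fields per well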
# Myeloid diff 2 GFP+ MAC1+ % – further read-out of Myeloid diff 2, marked with its call; GFP+ MAC1+ double positive, %; measured here: differentiation confirmed by MAC1 staining
# * hit, by the source's call; i = inactive; ? = inconclusive; . = no result given; + = active, no number. Cut-off read from the data, not from the text of the source, unless noted: active = inhibition above about 50%; inactive = the rest. This is a subset. The share of hits here may be higher or lower than overall.
# Results follow in this order: NOD2 inhibition | Siah-1 displacement | HIV peptide binding | AID2073 | LYP phosphatase | NS5 inhibitors | XIAP displacement | Hep lipid drop | Hep lipid drop cells 6.5 µM | Myeloid diff 2 | Myeloid diff 2 GFP+ MAC1+ %
> COc1ccc(/C=N/Nc2nc(=O)[nH]nc2C)cc1OC
→ 17% | 2% | 0.5% | 6% | 1% | -2% | . | -3 | 792 | i | 0.3
> COC(=O)[C@H](Cc1ccccc1)NC(=O)O[C@@H]1C(=O)c2cc(OC)ccc2O[C@H]1c1ccc(OC)c(Br)c1
→ -4% | 1% | 0.8% | 47% | 5% | . | -5.5% | 6 | 695 | . | .
> O=C(c1cccs1)N1CCN(c2ccccc2)CC1
→ -8% | 4% | -0.7% | 7% | 1% | 2% | -0.2% | 10 | 686 | i | 0.6
> CCOC(=O)C1=C(C)N(CC)C(=S)NC1c1ccccc1OC(F)F (configuration not stated)
→ 3% | -7% | -2.0% | -7% | 0% | 0% | -5.3% | 1 | 714 | i | 0.1
> O=C(CS(=O)(=O)c1c[nH]c2ccccc12)N1CCCCC1
→ -7% | 3% | -1.7% | 0% | 1% | -3% | -7.8% | . | . | i | 0.7
> Cc1ccc(CSCc2ccc(C(=O)NC3CC3)o2)cc1
→ 29% | 2% | 0.5% | -15% | -6% | -4% | . | -11 | 744 | i | 2.6
> Cn1c(-c2cccs2)nc2ccccc21
→ -32% | 0% | 0.8% | 3% | -4% | -8% | 4.6% | 12 | 735 | i | 0.1
> COc1ccc(CN2CCN(Cc3ccon3)CC2CCO)c(C)c1C (configuration not stated)
→ -4% | 12% | -1.2% | -3% | -6% | -6% | . | 1 | 672 | i | 0.1
> O=C(Nc1cccc2ncccc12)c1ccc(-c2ccc(Cl)cc2Cl)o1
→ 26% | 13% | -3.3% | 1% | 3% | -11% | -4.0% | . | . | i | 16
> O=C(COC(=O)C1CC(=O)N(C2CCCCC2)C1)c1ccc(F)cc1 (configuration not stated)
→ -7% | 4% | 2.9% | 1% | -3% | -1% | -2.3% | -6 | 680 | i | 2.2
> O=C(Cc1cc(=O)[nH][nH]1)N/N=C/c1ccccc1[N+](=O)[O-]
→ 4% | -4% | 8.9% | -10% | -8% | -3% | 2.0% | -12 | 482 | i | 0.8
> CC1CCCCC1NC(=O)C1CCCN(S(=O)(=O)c2ccc(-n3cnnn3)cc2)C1 (configuration not stated)
→ 5% | 7% | 3.7% | 19% | -7% | 2% | . | 8 | 786 | ? | .
> CCOC(=O)CN(Cc1ccccc1)S(=O)(=O)c1ccc(NC(C)=O)cc1
→ 4% | -2% | -0.7% | 8% | -6% | 3% | -5.6% | . | . | i | 0.3
> O=C1/C(=C/c2ccncc2)SC(=S)N1Nc1ccccc1
→ 21% | -3% | -2.2% | -45% | -3% | . | . | -5 | 724 | i | 0.3
> N#CC1=C(N)C(C#N)(C#N)[C@H](c2ccncc2)[C@H]2CN(C(=O)OCc3ccccc3)CC=C12
→ 16% | 6% | 13% | 2% | -1% | -14% | -1.8% | -5 | 788 | i | 6.5
> Cc1nc(Sc2ccccc2)c(C#N)c(C)c1[N+](=O)[O-]
→ 3% | 0% | 0.8% | -5% | -2% | -6% | . | -6 | 689 | i | 0.3
> COc1ccc(-n2nc(N)c(C(N)=O)n2)cc1
→ -24% | 3% | 0.3% | ? | -23% | . | -7.1% | 2 | 732 | i | 0.0
> COc1ccccc1NS(=O)(=O)c1c(C(=O)N2CCCC2)c(C)n(C)c1C
→ 11% | 1% | -0.6% | 4% | -7% | -6% | . | -43 | 645 | i | 6.9
> COC(=O)c1ccc(CSc2nnc(NC(C)C)s2)o1
→ 2% | 3% | -1.6% | -2% | -4% | -13% | -6.5% | 2 | 679 | . | .
> O=C(COC(=O)c1ccc(F)cc1F)NC1CC1
→ 12% | 0% | -0.3% | -2% | -5% | -4% | -12% | 3 | 705 | i | 0.2

# The list goes on, overlapping the part above by two compounds.
# Results follow in this order: NOD2 inhibition | Siah-1 displacement | HIV peptide binding | AID2073 | LYP phosphatase | NS5 inhibitors | XIAP displacement | Hep lipid drop | Hep lipid drop cells 6.5 µM | Myeloid diff 2 | Myeloid diff 2 GFP+ MAC1+ %
> COC(=O)c1ccc(CSc2nnc(NC(C)C)s2)o1
→ 2% | 3% | -1.6% | -2% | -4% | -13% | -6.5% | 2 | 679 | . | .
> O=C(COC(=O)c1ccc(F)cc1F)NC1CC1
→ 12% | 0% | -0.3% | -2% | -5% | -4% | -12% | 3 | 705 | i | 0.2
> Cc1ccc(N(CC(=O)NCc2ccc(F)cc2)C(=O)c2csnn2)cc1C
→ 13% | -5% | -1.1% | -10% | -7% | -6% | -7.3% | -3 | 683 | i | 0.2
> Cc1cc(S(=O)(=O)N2CCCC2)ccc1OCC(=O)N1CCC(C(N)=O)CC1
→ -9% | -1% | 1.4% | 3% | -3% | . | -3.8% | -9 | 684 | i | 0.5
> CC(=O)c1cccc(-n2nnnc2SCC(=O)Nc2cccc(NC(=O)c3ccco3)c2)c1
→ 9% | 1% | 1.1% | 2% | -2% | 2% | -2.7% | . | . | i | 1.6
> CCOC(=O)Cn1c(=O)oc2cc(S(=O)(=O)NCCc3ccc(OCC)c(OCC)c3)ccc21
→ -12% | -1% | -1.0% | -2% | -3% | -5% | 0.0% | . | . | i | 7.7
> Cc1cc(NC(=O)c2ccc(Br)o2)ccc1NC(=O)c1ccco1
→ -10% | 5% | -1.3% | 2% | -1% | -11% | . | 44 | 731 | i | 2.1
> CC(C)CCn1nnnc1C(c1ccc(N(C)C)cc1)N1CCN(C(=O)c2ccco2)CC1 (configuration not stated)
→ 12% | -1% | 1.1% | -15% | -4% | -4% | 4.2% | . | . | i | 1.0
> CCCCNC(=O)N(O)C1N(CCCC)C(=O)N(CC(=O)OC)C1(C)C (configuration not stated)
→ 10% | -2% | 0.0% | -36% | -3% | -3% | 0.4% | -4 | 705 | i | 5.2
> CCn1cc(CN2CCN(CCC(C)C)C(CCO)C2)c2ccccc21 (configuration not stated)
→ -14% | -2% | -0.3% | -4% | -8% | 1% | . | -2 | 801 | i | 0.2
> O=S(=O)(NCc1ccccc1)c1ccc(NC(=S)NCc2ccco2)cc1
→ 17% | 3% | 3.1% | -8% | 0% | . | . | 24 | 808 | i | 0.1
> Cn1c(CNC(=O)c2ccccc2F)nnc1SCc1ccc(F)cc1
→ 7% | -11% | 0.8% | -4% | -9% | -7% | -8.8% | 6 | 743 | i | 2.0
> Cc1ccc(C(=O)/C=C2\NCC(C)NC2=O)cc1 (configuration not stated)
→ -97% | 4% | -1.5% | -4% | -6% | -7% | -3.9% | . | . | i | 1.6
> COc1cc(/C=C2/NC(=O)N(Cc3ccccc3F)C2=O)cc(OC)c1OC
→ 21% | 3% | -1.2% | -6% | 1% | -4% | -4.6% | 13 | 767 | i | 0.2
> COc1ccc2c(c1)C1=NN(/C(C)=C\C(C)=O)C(c3ccccc3)C1CC2 (configuration not stated)
→ 20% | 5% | 3.4% | 0% | 0% | -5% | 3.2% | -42 | 713 | i | 7.3
> CCCN1CCN(C(=O)c2cccc3c2C(=O)N(CCOC)C3)CC1
→ 0% | 0% | 1.0% | -7% | 1% | -5% | -7.2% | . | . | i | 1.4
> C(=N\N1CCOCC1)/c1cn(-c2ccccc2)nc1-c1ccccc1
→ -4% | -8% | 0.5% | 10% | -2% | 4% | -10% | 12 | 701 | i | 0.2
> O=c1[nH][nH]c(C(F)(F)F)c1C=Nc1ccccc1Cl
→ 9% | -1% | -1.8% | 6% | -4% | -6% | -4.2% | . | . | i | 0.5
> CC(C)[N+]1=C2C=CC=CC=C2SC12C([N+](=O)[O-])=CC(=[N+]([O-])[O-])C=C2[N+](=O)[O-] (configuration not stated)
→ 6% | -1% | 0.2% | -6% | 2% | 11% | . | 1 | 706 | + | .
> COc1ccc(N/C=C2\C(=O)c3c(sc(C)c3C)N(C)S2(=O)=O)cc1
→ 9% | -6% | 2.5% | ? | 1% | -5% | . | 0 | 703 | i | 0.3
> CCCCCOc1ccc(CSC(=N)N)cc1[N+](=O)[O-]
→ -19% | 2% | 0.3% | -7% | -5% | -2% | -0.6% | . | . | i | 0.8
> O=C(Cc1cccs1)N1CCCC(c2nc(-c3ccc(S(=O)(=O)N4CCCC4)cc3)no2)C1 (configuration not stated)
→ -2% | 0% | 15% | 0% | 2% | 0% | -2.1% | . | . | i | 9.9
> CCOC(=O)Cn1c2c(c(=N)c3c1CCC3)CCC2
→ 2% | -5% | 0.7% | 5% | -3% | -1% | -3.1% | . | . | i | 2.5

# Reformatted tab-delimited: part of the list above.
molecule	NOD2 inhibition	Siah-1 displacement	HIV peptide binding	AID2073	LYP phosphatase	NS5 inhibitors	XIAP displacement	Hep lipid drop	Hep lipid drop cells 6.5 µM	Myeloid diff 2	Myeloid diff 2 GFP+ MAC1+ %
O=S(=O)(NCc1ccccc1)c1ccc(NC(=S)NCc2ccco2)cc1	17%	3%	3.1%	-8%	0%	.	.	24	808	i	0.1
Cn1c(CNC(=O)c2ccccc2F)nnc1SCc1ccc(F)cc1	7%	-11%	0.8%	-4%	-9%	-7%	-8.8%	6	743	i	2.0

# Entries of single compounds, quoted from the list.
# Profile of CCn1cc(CN2CCN(CCC(C)C)C(CCO)C2)c2ccccc21 (configuration not stated) = NOD2 inhibition: -14%; Siah-1 displacement: -2%; HIV peptide binding: -0.3%; AID2073: -4%; LYP phosphatase: -8%; NS5 inhibitors: 1%; XIAP displacement: .; Hep lipid drop: -2; Hep lipid drop cells 6.5 µM: 801; Myeloid diff 2: i; Myeloid diff 2 GFP+ MAC1+ %: 0.2
# Profile of CCCCNC(=O)N(O)C1N(CCCC)C(=O)N(CC(=O)OC)C1(C)C (configuration not stated) = NOD2 inhibition: 10%; Siah-1 displacement: -2%; HIV peptide binding: 0.0%; AID2073: -36%; LYP phosphatase: -3%; NS5 inhibitors: -3%; XIAP displacement: 0.4%; Hep lipid drop: -4; Hep lipid drop cells 6.5 µM: 705; Myeloid diff 2: i; Myeloid diff 2 GFP+ MAC1+ %: 5.2
